rCAG RNA binder: molecules binding r(CAG) RNA repeats; r(CAG) RNA repeat, TO-PRO-1 dye displacement fluorescence; inhibition, % at 3 µM; hit rate 1.3% among 370,000;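 active = inhibition above the plate cutoff, the mean of all test compounds on that plate plus 3 SD, cut at about 35% in these data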;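 note: 0% = DMSO alone and 100% = 100 µM mitoxantrone as full dye displacement; higher means more dye released from RNA so lower well fluorescence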
HGIII-sPLA2 inh: Blocks human group III sPLA2 activity. Q9NZ20. QFRET BODIPY PC-A2 liposome hydrolysis, fluorescence. hit rate 0.56% among 370,000. inhibition, % at 12.2 µM;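 active = inhibition above mean plus 3 SD of compounds lying within the high and low control bounds, cut at about 19% in these data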;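 note: 0% = median of test compound wells and 100% = no enzyme DMSO wells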
DDE Tn6 FP inh: inhibitors of Tn6 peptide binding to human fibrin DD(E); P02675; Fibrin DD(E) TRITC-Tn6 fluorescence polarization displacement; inhibition, % at 8.3 µM; hit rate 0.21% among 370,000; AID 720509;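 active = inhibition above a per-campaign cutoff: mean of compounds within control limits plus 3 SD, cut at about 15% in these data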;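 note: 0% = median of all compound wells on the plate and 100% = blocking peptide control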
Target sequence (P02675 whole entry, looked up): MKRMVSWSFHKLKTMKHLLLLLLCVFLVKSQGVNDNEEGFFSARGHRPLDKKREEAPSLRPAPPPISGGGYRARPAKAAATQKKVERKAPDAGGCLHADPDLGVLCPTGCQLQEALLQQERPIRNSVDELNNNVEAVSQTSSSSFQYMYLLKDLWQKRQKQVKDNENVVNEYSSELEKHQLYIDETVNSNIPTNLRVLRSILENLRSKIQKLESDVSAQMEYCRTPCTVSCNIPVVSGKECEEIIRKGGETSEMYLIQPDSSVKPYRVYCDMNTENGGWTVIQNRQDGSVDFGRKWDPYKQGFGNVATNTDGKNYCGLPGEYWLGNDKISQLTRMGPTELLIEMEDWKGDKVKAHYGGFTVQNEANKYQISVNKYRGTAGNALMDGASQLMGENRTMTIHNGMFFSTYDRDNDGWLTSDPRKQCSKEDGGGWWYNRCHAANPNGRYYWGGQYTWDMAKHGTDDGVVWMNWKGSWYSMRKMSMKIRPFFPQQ
ARFGAP1 inhibitor: rat ARFGAP1 inhibition; hit rate 0.26% among 360,000; inhibition, % at 16.5 µM; Arfgap1-stimulated ARF1 GTP hydrolysis, GDP FP detection; Q62848;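 active = inhibition above a per-plate limit, mean inhibition of low control wells plus 3 SD, cut at about 25% in these data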;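 note: 0% = DMSO wells with enzyme and 100% = wells lacking Arfgap1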
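system = rat Arfgap1 catalytic domain, aa 1-136 | technique = FP, GDP Alexa 633 tracer displaced from anti-GDP antibody, 620/688 nm | compound = one concentration, 16.5 µM, DMSO 1.26% | medium = HEPES-based buffer, pH 7.5 | timing = compound-enzyme preincubation 20 min, reaction 120 min, detection 60 min, 25 °C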
proKLK7 act: proKLK7 (human) activation, primary screen | P49862 | purified proKLK7, EDANS-DABCYL substrate fluorescence; 100% is mature enzyme control, 0% vehicle | activation, % at 7 µM | hit rate 0.9% among 370,000 | AID 652039;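 active = activation above the mean of all tested compounds plus 3 SD, computed per campaign excluding outliers beyond control limits, cut at about 13% in these data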
GC-A act: GC-A (human) enzyme activation; HEK293 GC-A cells, cGMP TR-FRET, EC30 ANP; 0% at EC30 ANP, 100% saturating ANP; P16066; activation, % at 10 µM; hit rate 0.14% among 370,000; in the data active = activation above about 40%
GAA850 FXN act: activators of GAA850 frataxin (FXN) promoter. HEK293 lucGAA850 FXN promoter luciferase reporter, 24 h; percent of 10 µM SAHA response. activation, % at 6 µM. hit rate 0.56% among 360,000;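 active = activation above the average of all compounds screened plus 3 SD, cutoff fixed separately per campaign, cut at about 7.5% in these data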;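 note: 0% = DMSO wells and 100% = 10 µM SAHA wells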
ASAP1 GAP inh: inhibitors of human ASAP1 ArfGAP activity | inhibition, % at 16.5 µM | hit rate 0.19% among 360,000 | Q9ULH1 | ASAP1-stimulated ARF1 GTP hydrolysis, GDP FP detection; in the data active = inhibition above about 25%;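 note: 0% = vehicle with enzyme and substrate and 100% = no enzyme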
ADAM10 inh: inhibits human ADAM10. O14672. recombinant ADAM10, EDANS/DABCYL FRET peptide cleavage, 3 h. inhibition, % at 7 µM. hit rate 0.62% among 370,000. AID 720582;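 active = inhibition above a per-campaign cutoff equal to the mean of compounds falling between control-based bounds plus 3 SD, cut at about 20% in these data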;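 note: 0% = DMSO wells while the 100% control is not disclosed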
Target sequence (O14672 214-748 limits assumed): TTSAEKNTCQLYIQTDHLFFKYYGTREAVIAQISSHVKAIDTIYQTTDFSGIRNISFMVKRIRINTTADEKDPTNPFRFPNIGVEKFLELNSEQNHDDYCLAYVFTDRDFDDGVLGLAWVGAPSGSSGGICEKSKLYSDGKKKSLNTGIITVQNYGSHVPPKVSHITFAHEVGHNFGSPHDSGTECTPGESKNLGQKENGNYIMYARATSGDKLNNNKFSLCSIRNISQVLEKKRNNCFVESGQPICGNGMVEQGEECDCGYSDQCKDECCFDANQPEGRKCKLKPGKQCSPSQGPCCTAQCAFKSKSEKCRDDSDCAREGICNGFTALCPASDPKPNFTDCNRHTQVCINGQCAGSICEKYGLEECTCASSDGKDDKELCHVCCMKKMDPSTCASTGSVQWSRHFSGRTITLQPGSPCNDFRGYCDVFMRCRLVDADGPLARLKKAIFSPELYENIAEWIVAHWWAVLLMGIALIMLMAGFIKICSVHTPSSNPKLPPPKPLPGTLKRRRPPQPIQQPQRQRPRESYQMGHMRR
GC-B act: GC-B (human) receptor activation | HEK293-GC-B cells, CNP EC30, cGMP TR-FRET; 0% at EC30 CNP, 100% saturating CNP | P20594 | activation, % at 10 µM | hit rate 0.11% among 370,000 | AID 1920062;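 active = activation at 10 µM reaching about 35% in either raw or pattern-adjusted values, limit read from the data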
* marks the source's active call; other numbers are inactive results; i = inactive; / = no result given.

structure,rCAG RNA binder,HGIII-sPLA2 inh,DDE Tn6 FP inh,ARFGAP1 inhibitor,proKLK7 act,GC-A act,GAA850 FXN act,ASAP1 GAP inh,ADAM10 inh,GC-B act
O=C(N/C(=C\c1ccc(Br)cc1)C(=O)N1CCOCC1)c1ccc([N+](=O)[O-])cc1,2.5,-0.8,-3.8,-3.0,1.0,7.1,-2.1,7.9,-2.9,6.7
O=C(Nc1ccccc1)Nc1ccccc1,2.9,-1.3,1.2,11.1,0.0,2.1,3.0,-7.8,1.3,5.9
COc1ccc([C@H]2CC(=O)C=C(c3cccc(NC(C)=O)c3)C2)cc1,9.3,-6.6,-5.0,1.7,0.5,-1.9,2.4,3.5,-9.1,0.1
Cc1ccc(-n2c(SCC(=O)NCc3ccco3)nnc2-c2cccnc2)c(C)c1,-6.6,-2.1,7.7,-4.7,-0.5,4.8,1.8,-1.6,-2.7,2.1
Cn1nc(C(=O)NCCOc2ccccc2)c2ccccc2c1=O,-3.8,1.5,-4.8,-5.5,-0.1,1.6,2.6,4.6,1.4,3.5
COc1ccc(N2C(=O)CC(NCCNc3ccc([N+](=O)[O-])cn3)C2=O)cc1 (configuration not stated),3.6,3.0,5.8,0.2,0.0,2.2,1.1,12.1,-6.0,-2.8
Cc1cnc(=O)[nH]c1SCC(=O)Nc1nccs1,1.4,-0.3,0.1,-14.6,-0.5,3.4,0.1,0.6,-6.3,0.5
CC1CCCC(C)N1C(=O)CNCc1ccc2c(c1)OCO2 (configuration not stated),-0.7,2.2,-3.1,1.1,-0.5,3.0,-0.7,0.1,-5.7,0.9
CCC(Sc1nc2ccccc2c(=O)n1CCN1CCOCC1)C(=O)NCc1cccnc1 (configuration not stated),2.0,2.6,5.0,5.0,0.1,0.2,-1.8,5.1,0.6,-1.5
Cc1ccc(S(=O)(=O)C2(C(=O)NC3CCCCC3)CC2)cc1,-1.7,5.5,4.8,-1.6,0.6,3.4,-0.4,13.4,5.8,1.8

Continued.
structure,rCAG RNA binder,HGIII-sPLA2 inh,DDE Tn6 FP inh,ARFGAP1 inhibitor,proKLK7 act,GC-A act,GAA850 FXN act,ASAP1 GAP inh,ADAM10 inh,GC-B act
CCOC(=O)CSc1nnc(SCCN2C(=O)c3ccccc3C2=O)s1,-1.3,-9.0,1.1,8.5,-0.1,-1.6,1.1,-7.5,-1.6,0.6
O=c1/c(=C\c2ccc3c(c2)OCO3)sc2n1CCCN=2,3.2,11.5,-3.7,7.3,-0.6,-6.4,3.1,6.3,-17.2,-4.6
O=C(Nc1ccc([N+](=O)[O-])cc1)Nc1ccc2c(c1)OCCO2,8.6,-7.3,-5.7,13.6,-0.6,-0.6,0.6,9.7,2.5,2.4
COc1cc2cc(CCOC(=O)CCCC(=O)O)oc(=O)c2cc1OC,0.1,0.7,1.6,1.5,-0.5,0.9,0.2,-2.9,-11.5,-3.0
Cc1ccc(NS(=O)(=O)c2ccccc2)c2c1CC(C)(C)O2,3.0,-13.7,0.6,16.6,-0.2,-2.7,-1.5,2.9,10.1,-3.7
COc1ccc([C@H]2C[C@H](n3cc(-c4ccc(F)cc4)nn3)[C@@H](O)CN2CC2CCCCC2)cc1,6.1,1.5,-5.3,7.8,0.5,-6.7,-2.6,3.1,-2.0,-9.0
Cc1ccsc1/C=N/NC(=O)CNC(=O)c1cccc([N+](=O)[O-])c1C,0.0,-1.8,-1.5,10.6,-0.1,-2.3,-0.6,0.8,-6.0,-0.8
Cc1cnn(C(=O)c2cc(-c3ccccc3)nc3ccccc23)c1,16.0,-3.5,-11.3,7.6,0.1,-1.0,-2.3,-1.8,2.9,-1.4
Cc1ccc(S(=O)(=O)Nc2cccc3c2O[C@H](CN(C)Cc2ccccc2)[C@@H](C)CN([C@H](C)CO)C3=O)cc1,-3.0,-5.7,1.0,11.6,0.3,-1.3,-2.4,-5.0,-4.3,-0.1
O=C(CN(CC1CCCO1)C(=O)CNS(=O)(=O)c1ccccc1)NCc1ccco1 (configuration not stated),0.5,1.8,9.3,-8.2,-0.1,5.0,-0.1,-7.6,0.1,-2.2

New compounds follow
structure,rCAG RNA binder,HGIII-sPLA2 inh,DDE Tn6 FP inh,ARFGAP1 inhibitor,proKLK7 act,GC-A act,GAA850 FXN act,ASAP1 GAP inh,ADAM10 inh,GC-B act
CSc1ncc(C(=O)Nc2ccc(Br)cn2)c(C)n1,5.8,-4.5,6.6,-0.2,-0.1,3.1,1.2,1.0,-0.3,-0.2
CCCCNc1ncnc2c1cnn2Cc1ccc(Cl)cc1,-1.9,-2.5,1.2,11.3,0.4,9.4,-2.2,11.0,3.5,12.4
COc1ccccc1CC(=O)Nc1ccc2c(c1)C(=O)NC2=O,0.6,0.0,0.9,1.2,-2.9,3.4,-1.4,7.6,-0.1,8.7
Cc1nc(N)sc1-c1csc(Nc2cccc(O)c2)n1,20.2,-7.4,-1.9,-8.8,0.2,-0.4,1.0,10.9,14.3,-1.1
Cc1cccc(Nc2ccncc2S(N)(=O)=O)c1,0.9,-4.1,-4.9,-5.9,0.4,0.7,-0.8,14.9,3.1,2.6
O=C(O)C1CC(=O)N(Cc2cccnc2)C1 (configuration not stated),-3.4,7.4,1.1,-5.9,-1.1,-4.8,1.9,18.4,-7.2,-0.6
S=c1[nH]nc(-c2ccncc2)n1/N=C/C(Cl)=C\c1ccccc1,39.4*,-7.3,-10.1,-1.9,-0.1,-0.7,4.2,6.2,1.2,-0.5
CCc1ccccc1NC(=O)CN1CCN(C(=O)c2ccc(OCc3cn4ccccc4n3)cc2)CC1,-6.0,9.8,-5.3,8.5,-0.4,2.4,1.2,8.7,-6.6,2.9
CCC(C)NC(=O)c1ccc(CS(=O)(=O)Cc2ccc(Cl)cc2)o1 (configuration not stated),-0.3,-1.1,5.8,-7.5,0.5,-3.4,-3.9,2.0,0.9,-1.1
COC(=O)c1ccc(/C=N\NC(=O)CC(=O)NCCc2ccccc2)cc1,-3.1,-17.0,-1.0,9.6,0.0,-1.8,-0.7,0.7,1.0,-2.0

(listing goes on)
structure,rCAG RNA binder,HGIII-sPLA2 inh,DDE Tn6 FP inh,ARFGAP1 inhibitor,proKLK7 act,GC-A act,GAA850 FXN act,ASAP1 GAP inh,ADAM10 inh,GC-B act
COc1c2c(c(OC)c3ccccc13)[C@]1(OC2)O[C@H](CCO)C[C@H](O)[C@H]1O,-0.1,-0.9,4.9,-15.7,-0.4,-2.0,/,-1.2,-21.4,2.4
CN(CCc1ccccn1)C(=O)CC1C(=O)NCCN1Cc1ccc(-c2ccccc2)cc1 (configuration not stated),-2.9,1.6,-0.1,8.9,1.0,-0.7,-1.2,6.0,2.2,-3.3
O=c1cc(O)c2sc3nc(-c4ccccc4)cc(C(F)(F)F)c3c2[nH]1,3.4,-0.9,3.0,4.9,-0.9,5.0,3.8,5.2,-6.7,-6.6
Nc1c(C(=O)c2ccccc2)sc(Nc2ccccc2)c1S(=O)(=O)c1ccccc1,15.4,-9.0,-3.9,19.5,-101.0,2.4,1.9,1.4,0.1,9.0
CC(C)c1ccccc1NC(=O)Cn1c(-c2ccccc2Cl)nc2ccccc21,-1.8,-5.4,-2.2,4.0,-0.1,-5.4,-2.4,-7.5,0.3,10.5
CCOC(=O)CN1C(=O)N[C@H](c2ccc(Br)cc2)C(C(C)=O)=C1C,5.3,2.8,-3.1,-9.4,0.3,0.8,-1.9,-4.0,-1.2,1.6
O=C(COC(=O)c1ccccc1Cl)Nc1cccnc1Cl,1.2,3.6,0.4,0.2,-0.4,2.7,2.0,9.3,-7.4,0.7
CC1(C)CC2(CCO1)OC(=O)CC2C(=O)Nc1ccc(Cl)cc1[N+](=O)[O-] (configuration not stated),-0.1,-0.1,-3.0,17.5,-0.1,-3.4,0.6,-9.3,12.8,-1.0
O=C(COC(=O)c1ccc(S(=O)(=O)N2CCCCCC2)cc1)NCc1ccc(Cl)cc1,2.6,5.6,1.8,-4.9,-0.5,-16.6,1.9,3.3,-2.6,-7.9
C/C(=C\C(=O)c1ccncc1)Nc1ccccc1O,-2.9,-2.2,-3.0,-4.2,0.2,-1.4,-2.3,2.1,1.0,-10.0

More results:
structure,rCAG RNA binder,HGIII-sPLA2 inh,DDE Tn6 FP inh,ARFGAP1 inhibitor,proKLK7 act,GC-A act,GAA850 FXN act,ASAP1 GAP inh,ADAM10 inh,GC-B act
CC1CCCN(CCCNC(=O)c2coc3nc4ccccc4nc23)C1 (configuration not stated),2.8,0.3,12.5,3.7,30.3*,0.3,0.2,3.8,i,4.7
Clc1ccc(CN2CCN(c3ncc(Cc4ccccc4)cn3)CC2)c(Cl)c1,1.2,3.1,-3.1,-2.5,1.1,1.3,/,0.8,-19.0,1.2
Cc1cc(C)c2c(n1)nn1c(N3CCN(Cc4ccccc4)CC3)cc(C)nc21,-5.5,-1.7,2.3,1.5,-38.7,0.2,1.9,17.4,i,1.9
C=CCNC(=O)C1CC(=O)N(c2ccc(C)cc2)C1 (configuration not stated),-0.8,-0.9,8.3,2.4,0.5,-3.3,3.2,8.6,-6.7,-0.1
CCOc1ccc(N(C)C(=O)CCc2nnc3ccc(N4CCOCC4)nn23)cc1,-5.7,2.6,2.4,-1.4,0.4,0.4,2.7,-8.2,-6.9,4.0
CCCCN(CC)CCNC(=O)c1nn(-c2ccc(OC)cc2)c(=O)c2c1c1ccccc1n2C,-2.2,-6.9,-3.5,-9.6,-0.6,-8.2,2.6,-13.9,-20.8,-2.1
COCCNC(=O)c1cc2c(-c3ccccc3F)nn(C)c2s1,-5.9,-7.4,-2.5,18.4,1.2,1.4,-1.6,4.0,-194.9,-6.7
Cc1ccc(Cc2c(-c3ccc(C)cc3)nc3c(C)cc(Br)cn23)cc1,41.4*,-29.8,-7.7,-9.4,-0.5,9.2,/,1.2,4.0,5.1
Cn1c(=O)c2c(=O)cc(N)[nH]c2n(C)c1=O,-3.0,4.3,-0.5,-3.4,-0.8,-4.0,2.3,-6.9,-2.7,7.6
Cc1cccc(/C=N/NC(=O)C(C)Nc2cccc3ccccc23)n1 (configuration not stated),9.4,-3.8,-3.1,15.1,0.3,-0.3,2.6,29.0*,-3.1,3.7
CC(=O)Nc1ccc(OCc2nnc(-c3ccccc3)o2)cc1,-1.0,1.0,-2.8,-1.9,-0.2,-5.3,1.2,-14.9,-5.2,3.7

Assay outcomes: PubChem, several laboratories
